TROY signal inh – inhibitors of TROY-driven NF-kB signaling, primary screen, Q293 LMP1-TROYcd cells, NF-kB luciferase, uHTS; Q293 LMP1-TROYcd NF-kB luciferase reporter, 4 h; 360,000 tested, 0.98% active; inhibition, % at 10 µM; AID 1347056, 2019;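 active = compounds whose plate-normalised and pattern-corrected inhibition of the luciferase reporter signal at the single screening dose is 50% or more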
C8 TRAIL sens – viability loss with TRAIL in NB7+C8 cells, primary screen, TRAIL sensitizer project, cell-based, ATPlite luminescence; inhibition (viability loss, TRAIL sensitization), % at 10 µM; 360,000 tested, 1% active;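 active = compounds causing at least 50% loss of cell viability in the single-dose screen, relative to plate controls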
TLR9-MyD88 block – inhibitors of TLR9-MyD88 association in cells, primary screen, cell-based, CHO, BLA complementation, fluorescence; 340,000 tested, 0.21% active; CCF4 FRET ratio; inhibition, % at 4.98 µM;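 active = inhibition above the mean over all tested compounds plus 3 SD, cut at about 21% in these data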;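 also: 0% = DMSO only wells and 100% = clavulanate BLA inhibitor control wells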
LMP1 NFkB inh – EBV LMP1-driven NF-kappaB luciferase reporter inhibitors, primary screen, cell-based, luminescence, single point. LMP1-induced NF-kappaB luciferase reporter cells. inhibition, % at 12.5 µM. 350,000 tested, 0.69% active. AID 504558, 2011; in the data active = inhibition above about 41%;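 also: 0% = neutral control wells and 100% = reference inhibitor control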
NCOA3 inh – SRC3 coactivator transcriptional activity inhibitors, primary screen, cell-based, luminescence. HEK293 GAL4-SRC3 luciferase reporter. inhibition, % at 3.6 µM. 360,000 tested, 0.17% active;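 active = inhibition above a per-campaign cutoff, the mean of all compounds plus 3 SD, cut at about 60% in these data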;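 also: 0% = DMSO-treated cells and 100% = gossypol-treated cells at 36 µM; higher means less SRC3-driven luciferase light from the GAL4 reporter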
NOD2 RIPK2 PPI – NOD2-RIPK2 binding disruptors in cells, primary screen, fluorescence, CHO cells, BLA complementation. Receptor-interacting serine/threonine-protein kinase 2 (Homo sapiens), O43353. CCF4 ratio. inhibition, % at 4.98 µM. 360,000 tested, 0.38% active. AID 624267, 2012; in the data active = inhibition above about 21%;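 also: 0% = vehicle only and 100% = reference blocker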
NCOA2 inhibitor – inhibition of GAL4-SRC2 driven luciferase reporter, primary screen, SRC2 inhibitor project, cell-based, luminescence. Nuclear receptor coactivator 2 (Homo sapiens), Q15596. HEK293 GAL4-SRC2 luciferase reporter. inhibition, % at 9 µM. 370,000 tested, 0.17% active. AID 651957, 2012;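 active = inhibition above the mean inhibition of all tested compounds plus 3 SD, set per campaign, cut at about 52% in these data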;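 also: 0% = DMSO treated cells and 100% = cells given Gossypol at 36 µM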
Vif inh – HIV Vif self-association inhibitors, primary screen, imaging, HEK293T, single point; HEK293T cells, Vif self-association by quenched fluorescence, 24 h; inhibition, % at 7.49 µM; 340,000 tested, 0.35% active; AID 602346, 2012; in the data active = inhibition above about 50%, passing the limit was not always enough; also: some results filed as inactive read as strong as hits
NCOA1 inh – SRC1 coactivator transcriptional activity inhibitors, primary screen, cell-based, luminescence; Nuclear receptor coactivator 1 (Homo sapiens), Q15788; HEK293 GAL4-SRC1 luciferase reporter; inhibition, % at 3.6 µM; 360,000 tested, 0.12% active; AID 588354, 2011;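 active = inhibition above the campaign mean plus 3 SD, with each screening campaign given its own cutoff, cut at about 60% in these data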;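 also: 0% = DMSO treated cells and 100% = gossypol at 36 µM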
NR5A2 inv ag – LRH-1 (NR5A2) inverse agonists, primary screen, cell-based, luminescence, HEK293T, StAR-luciferase reporter | Nuclear receptor subfamily 5 group A member 2 (Homo sapiens), O00482 | 360,000 tested, 0.13% active | LRH-1 transfected, 24 h | inhibition, % at 3.6 µM;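 active = inhibition above the mean inhibition of all tested compounds plus 3 SD, cut at about 73% in these data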;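 also: 0% = DMSO wells and 100% = reporter-only cells lacking LRH-1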
Target sequence (O00482 whole entry, looked up): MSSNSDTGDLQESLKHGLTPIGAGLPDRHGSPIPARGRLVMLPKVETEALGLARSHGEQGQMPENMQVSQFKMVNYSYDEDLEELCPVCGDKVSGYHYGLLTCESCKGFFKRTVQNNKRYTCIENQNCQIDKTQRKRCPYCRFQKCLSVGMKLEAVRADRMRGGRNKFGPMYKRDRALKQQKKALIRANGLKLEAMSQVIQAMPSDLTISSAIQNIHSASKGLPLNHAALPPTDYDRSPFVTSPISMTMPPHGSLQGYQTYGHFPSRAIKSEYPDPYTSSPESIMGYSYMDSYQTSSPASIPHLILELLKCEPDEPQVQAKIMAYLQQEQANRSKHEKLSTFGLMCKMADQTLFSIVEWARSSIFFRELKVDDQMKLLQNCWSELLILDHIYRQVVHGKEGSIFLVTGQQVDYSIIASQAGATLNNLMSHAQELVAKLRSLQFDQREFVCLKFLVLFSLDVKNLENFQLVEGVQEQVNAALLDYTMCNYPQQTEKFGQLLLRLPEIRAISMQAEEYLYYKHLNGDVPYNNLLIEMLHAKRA
COUP-TFII inh – NR2F2 transcriptional activity inhibitors, primary screen, cell-based, luciferase reporter, HEK293T, luminescence. 370,000 tested, 0.7% active. inhibition, % at 8.6 µM. AID 686940, 2013. COUP transcription factor 2 (Homo sapiens), P24468. HEK293T NGFI-A luciferase reporter;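 active = inhibition above a per-plate cutoff, mean inhibition of test wells between control levels plus 3 SD, cut at about 38% in these data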;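 also: cells cotransfected with COUP-TFII expression vector driving the NGFI-A reporter; 0% = median of COUP-TF2 test wells and 100% = reporter-only cells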
Target sequence (P24468 whole entry, looked up): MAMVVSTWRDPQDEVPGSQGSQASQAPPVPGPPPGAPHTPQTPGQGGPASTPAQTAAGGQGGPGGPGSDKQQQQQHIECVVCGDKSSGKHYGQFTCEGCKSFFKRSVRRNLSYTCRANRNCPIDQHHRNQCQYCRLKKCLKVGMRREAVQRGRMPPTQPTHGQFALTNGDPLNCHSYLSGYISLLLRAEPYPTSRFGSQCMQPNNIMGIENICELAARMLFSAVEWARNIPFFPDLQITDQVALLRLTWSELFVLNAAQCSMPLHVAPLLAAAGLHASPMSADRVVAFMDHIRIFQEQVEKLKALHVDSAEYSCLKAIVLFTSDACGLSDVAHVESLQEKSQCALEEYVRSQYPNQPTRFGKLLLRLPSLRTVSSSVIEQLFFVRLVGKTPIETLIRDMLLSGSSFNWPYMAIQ
Starred values were filed as active, the others as inactive; i = inactive; · = not tested or not shown. Not all compounds are listed. The share of hits here may be higher or lower than overall.

SMILES	TROY signal inh	C8 TRAIL sens	TLR9-MyD88 block	LMP1 NFkB inh	NCOA3 inh	NOD2 RIPK2 PPI	NCOA2 inhibitor	Vif inh	NCOA1 inh	NR5A2 inv ag	COUP-TFII inh
Cc1cccc(N(CC(=O)NC2CCCC2)C(=O)c2csnn2)c1C	-3	-8	3	-12	1	2	-15	-9	-13	2	-1
CC(=O)c1c(N2CCN(c3ccccn3)CC2)nc(=S)n(-c2ccccc2)c1C	11	2	3	4	6	1	11	0	-5	-11	0
OC(COCc1ccccc1)CN1CCN(c2ccccc2)CC1 (centres undefined)	13	6	-7	12	12	-5	-6	·	3	-12	2
Cc1ccc(SCCC(=O)NCCSCc2ccccc2C)cc1	5	-3	-6	-8	19	1	-22	-6	13	-27	5
COc1ccc(NC(=S)Nc2ccccc2F)c(OC)c1	4	10	6	1	0	-3	-57	5	-13	21	-17
COCCNCC1C(Oc2ccc(Cl)cc2)C(=O)N1c1ccccc1C (centres undefined)	9	-2	1	-7	-6	-4	23	-5	17	-20	-2
COc1ccc(C(=O)NC(=S)Nc2nc(C)cc(C)n2)cc1Br	-17	30	·	·	9	-12	-23	4	-4	-4	-5
O=c1[nH]ncc(N2CCCCCC2)c1Cl	-2	-3	-1	-2	23	-4	-40	-13	-25	6	5
Cc1ccccc1C(=O)NNC(=O)CSc1nnc(-c2ccncc2)n1-c1ccccc1	4	-12	3	8	23	-1	-22	-4	4	-10	-4
O=C1NC(=O)/C(=C\c2ccccc2Oc2ccc(F)c(F)c2)S1	43	-5	4	0	11	2	-14	-13	-13	-12	3
CN1CCN(CCC(=O)N/N=C/c2ccccc2F)CC1	11	2	-1	-1	-1	-12	-10	4	-1	9	-11
CCOC(=O)C1(C)CCCCN1C(=O)c1ccnc(Cl)c1 (centres undefined)	-1	-14	·	·	-5	7	17	4	-3	-16	-17
CCOc1ccc2nc(SCC(=O)NCc3ccc4c(c3)OCO4)[nH]c2c1	3	-11	1	-4	-3	-2	10	·	-8	12	-7
CCCCCCCCN1C(=O)[C@H](CC(=O)NCc2cccc3ccccc23)C[C@@]2(C(=O)OCC)CCC=C12	·	5	·	·	·	-6	-11	·	·	17	5
CCCCCCCCOC(=O)CCc1c(C)[nH]c(=S)[nH]c1=O	6	5	-5	-8	15	4	-9	-4	2	-6	11
CC1(C)Cc2c(sc3c2c2ncnn2c2nnc(SCC(=O)NCc4ccco4)n32)CO1	3	-3	3	-3	2	-1	-8	3	-1	-14	0
COc1ccc(Nc2nc(C)nc3c2oc2ccccc23)cc1	-25	-14	0	11	-3	-6	-41	-1	13	-16	-14
COc1ccccc1/C=C1/SC(=S)N(C(C)C(=O)NC2C=CS(=O)(=O)C2)C1=O (centres undefined)	6	-12	-1	6	23	-7	-5	55*	2	-15	14
CN(C1CCCCC1)S(=O)(=O)c1ccc2[nH]c(=O)oc2c1	22	1	9	-15	11	7	12	-13	-28	-2	28
Cc1ccc(Cn2ncc3c(N4CCN(C)CC4)ncnc32)cc1	-9	14	10	-5	11	-6	12	-5	20	-7	13
CC(C)(C)C1CCc2c(sc3c2C(=O)NC(c2ccco2)N3)C1 (centres undefined)	-5	46	-4	-24	-60	-1	-10	·	-70	-57	-8
COc1ccc(CCNC(=O)c2cc(C(C)C)on2)cc1OC	-7	-7	-1	5	-11	2	-10	1	-2	8	-14
COc1cccc(C(=O)c2c(-c3ccccc3)ncc3cc(OC)c(OC)cc23)c1	0	-5	-5	-2	-13	7	4	-7	-10	2	-1
CC(C)[C@H](NC(=O)c1cc2cc(Cl)ccc2n1C)C(=O)N1CCC(C(=O)O)CC1	-3	-14	-5	-6	0	0	0	3	-5	-3	18
c1ccc(CCCCNCC2COc3ccccc3O2)cc1 (centres undefined)	-6	2	-5	-3	4	-11	-16	3	-8	8	-8
COc1cc(NC(=O)C2CCCCN2)ccc1OCC(C)C (centres undefined)	7	5	-6	-1	2	-2	1	-5	15	-2	-7
C/C(=C\C(=O)c1ccccc1)Nc1ccc(O)cc1	-8	0	-8	7	-34	-5	-18	13	-14	22	0
C=CC(n1cncn1)C(O)(c1ccccc1)c1ccccc1 (centres undefined)	3	12	-5	4	2	0	-17	-9	-7	-17	0
COc1ccccc1C(=O)N(Cc1sccc1C)C1CCS(=O)(=O)C1 (centres undefined)	-23	14	4	19	-12	-13	-14	16	4	-25	6
O=C(O)CSc1nnc(-c2cccs2)n1-c1ccc(Cl)cc1	-1	-2	-2	-3	-4	-5	-10	4	-15	-1	-2
Cc1ccc(N(C(=O)Cc2cccs2)C(C(=O)NC2CCCCC2)c2ccccn2)cc1C (centres undefined)	-8	-4	1	-4	-22	13	-6	-2	-4	-6	-8
Cc1ccc(Cc2c(-c3ccc(Cl)cc3)nc3c4ccccc4ccn23)cc1	4	5	·	·	·	-11	-26	·	·	13	0
Cc1ccc(OCCNC(=O)c2ccccc2N)cc1	-36	-3	-9	-8	-10	1	-8	-7	-30	-56	-14
CC(=O)Nc1sc(/C(C#N)=C/c2ccc(Cl)c(Cl)c2)nc1-c1ccc(C)cc1	-4	-11	13	4	12	12	0	3	-3	7	-10
OCCNC(=S)Nc1cccc(Cl)c1Cl	-37	-8	3	-8	-16	-2	19	-1	-12	-5	14
CCn1c(N)c(C(=O)NCc2ccco2)sc1=S	17	3	1	0	17	1	-11	3	14	17	-6
NS(=O)(=O)c1ccc(N=Nc2c(=O)[nH]n3c(=O)c4c([nH]c23)CCCC4)cc1	1	-11	-3	9	-4	4	-32	·	4	7	7
CCOc1ccc(N(CC)C(=O)c2nn(-c3ccc(OC)cc3)c(=O)c3c2c2ccccc2n3C)cc1	20	-1	4	13	6	-8	-28	-17	-14	2	-17
O=C(NNC(=O)c1ccccc1Cl)c1cccnc1	13	-11	-5	-12	0	-11	-4	-19	3	-16	-23
CC(=O)c1c(C)[nH]c(C(=O)OCC(=O)Nc2cc(S(=O)(=O)N3CCCCC3)ccc2C)c1C	7	-8	7	-6	-14	-4	-1	7	-1	19	-19
Cc1ccc(N2CCN(S(=O)(=O)c3ccc(F)cc3)CC2)c(C)c1	16	16	5	-6	-8	-9	15	8	-12	-24	-1
CCCCC(=O)Nc1cccc(-c2nc3ncccc3o2)c1	-6	7	6	0	1	7	-14	-3	-6	7	-7
COc1cc2nc3n(c(=O)c2cc1OC)-c1cc2ccccc2cc1C(=O)NC3Cc1ccccc1 (centres undefined)	13	17	-9	8	-16	-11	-13	·	8	1	0
COc1ccc(C2CC(C(F)(F)F)n3nc(C(=O)O)cc3N2)cc1 (centres undefined)	20	-20	0	-1	16	-7	-14	-2	-3	7	0
Cc1noc(C)c1-c1ccc(C(=O)Nc2ccccc2)c2occc12	4	21	·	·	-124	2	-99	6	-107	-119	-76
Cc1ccc(S(=O)(=O)N(C)Cc2ccc(C(=O)N/N=C3\CC(=O)CC(C)(C)C3)cc2)cc1	-13	1	-2	5	2	3	-19	-2	-1	10	-11
CCOC(=O)c1c(C)nc2sc3c(c2c1-c1ccc(OC)cc1)NC(c1ccccc1)NC3=O (centres undefined)	1	15	2	-3	6	-4	-2	·	-3	16	-17
Cc1cc(S(=O)(=O)N2CCCC2C(=O)N2CCOCC2)c(C)cc1Cl (centres undefined)	-6	8	-8	-17	-4	0	-21	-2	9	-27	-1
Cc1nnc(SC(C)C(=O)N(C)C2CCCCC2)n1N (centres undefined)	-7	0	-11	3	1	-15	6	0	1	-2	16
Cc1nnc(SCC(=O)Nc2ccc3c(c2)OCO3)s1	7	-3	-2	-6	-7	-10	7	10	16	2	19
Cc1ccc(C)c(N2CCN(CC(=O)Nc3ccc4[nH]c(=O)[nH]c4c3)CC2)c1	-2	-16	-5	6	-20	6	7	-9	-7	6	0
Clc1ccc(OCCNCCc2ccccc2)cc1	-1	17	-16	-11	5	-1	22	5	-6	1	-2
COc1ccc(C2CCCN2C(=S)Nc2cccc(C)c2)cc1OC (centres undefined)	-12	16	-2	5	9	3	18	0	9	10	-3
CC(Oc1cccc([N+](=O)[O-])c1)C(=O)NCCC1=CCCCC1 (centres undefined)	-5	-24	-7	-15	-1	5	1	-4	-8	0	-7
CCN1/C(=C/c2ccc3cc(C)cc(C)c3[n+]2CC)Sc2cc(C)ccc21	31	32	-5	29	44	-4	-47	i	24	67	66*
O=C(Nc1ccc(Nc2ccccc2)cc1)c1c(Cl)cccc1Cl	12	14	6	-34	13	-4	-13	4	0	-11	8
CC(C)Cn1cc(C(=O)N2CCN(c3ccccn3)CC2)c2c3ccccc3n(C)c2c1=O	11	9	-4	2	4	-5	-19	-8	0	13	3
Cc1ccc(SCC(=O)Nc2cc(S(=O)(=O)N3CCCCC3)ccc2C)cc1	-4	-7	-2	5	-4	0	24	12	-19	-21	-3
Oc1ccccc1/C=N/c1c(-c2ccco2)nc2ccccn12	-3	-4	7	5	11	7	-27	7	-6	-7	-10
O=C1CN(S(=O)(=O)c2ccccc2Cl)CCN1	-19	-16	8	7	-1	-15	2	-1	1	1	0
Next section
SMILES	TROY signal inh	C8 TRAIL sens	TLR9-MyD88 block	LMP1 NFkB inh	NCOA3 inh	NOD2 RIPK2 PPI	NCOA2 inhibitor	Vif inh	NCOA1 inh	NR5A2 inv ag	COUP-TFII inh
Clc1ccc(-c2ccc(-c3nn4c(-c5ccco5)nnc4s3)o2)cc1	-2	-5	-1	-4	-4	-4	4	5	7	3	9
COc1ccc(C(=O)c2ncc(C(F)(F)F)cc2Cl)cc1	-16	8	3	8	10	-1	-27	2	11	23	-6
COc1cccc(NC(=S)NNC(=O)c2c([N+](=O)[O-])c(C)nn2C)c1	-16	5	-3	-14	9	4	1	-4	7	-16	-9
COc1ccc(N(Cc2cc3cccc(C)c3[nH]c2=O)S(=O)(=O)c2ccc(OC)cc2)cc1	-36	25	2	-8	-8	-2	-22	-1	-26	0	-13
COc1cc(C2c3c(oc4c(C)cc(C)cc4c3=O)C(=O)N2Cc2cccnc2)ccc1O (centres undefined)	6	-11	8	6	1	-2	4	16	-20	-9	-6
CSc1ncnc2c1ncn2CCCNCC1CCCCC1	11	-17	2	4	-1	-1	-20	-4	12	2	-15
O=C(NCCN1CCC(n2c(=O)[nH]c3ccccc32)CC1)c1ccc(OC(F)(F)F)cc1	14	2	·	·	·	-2	9	·	·	-6	-10
O=C1OC(c2ccc(Cl)cc2)=N/C1=C\C=C\c1ccco1	9	1	-4	0	-1	-2	19	-3	-12	-1	3
COc1cc(/C=N/Nc2ccc(Cl)c(C(=O)O)c2)ccc1OC(=O)c1cccs1	-36	-3	5	-4	-40	0	-22	1	-29	-37	-27

Compound activity from PubChem BioAssay.
